OX1R antag-1 – antagonists of human orexin 1 receptor (OX1R); inhibition, % at 6.6 µM; Orexin/Hypocretin receptor type 1 (Homo sapiens), O43613; 1.8% of 330,000 active; OX1R-expressing cells, FRET antagonist read-out; AID 485270, 2010; in the data active = inhibition mostly above about 38%, no sharp cut-off; inactive = mostly below about 40%;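 note: 0% = agonist challenge alone and 100% = reference antagonist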
Target sequence (O43613 whole entry, looked up): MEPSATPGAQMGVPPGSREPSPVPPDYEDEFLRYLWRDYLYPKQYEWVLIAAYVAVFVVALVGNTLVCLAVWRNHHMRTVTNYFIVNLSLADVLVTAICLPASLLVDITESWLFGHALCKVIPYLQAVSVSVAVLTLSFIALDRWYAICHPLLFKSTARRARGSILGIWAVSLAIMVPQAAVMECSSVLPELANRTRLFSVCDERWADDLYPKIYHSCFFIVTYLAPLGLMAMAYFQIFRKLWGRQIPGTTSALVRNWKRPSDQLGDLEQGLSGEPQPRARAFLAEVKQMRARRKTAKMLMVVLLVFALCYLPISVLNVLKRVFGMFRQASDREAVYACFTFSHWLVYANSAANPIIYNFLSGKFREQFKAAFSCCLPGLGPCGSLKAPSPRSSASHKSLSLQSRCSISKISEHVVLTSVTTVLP
OX1R antag-2 – OX1R (HCRTR1) antagonists, primary screen, fluorescence, CHO/OX1R cells, Fluo-8 calcium, orexin A; Fluo-8 calcium fluorescence; inhibition, % at 5 µM; 0.43% of 330,000 active; AID 434989, 2010;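 active = inhibition above its plate's threshold, mean inhibition of all tested compounds on the plate plus 3 SD, cut at about 37% in these data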;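 note: 0% = orexin A challenge wells and 100% = SB-334867-A antagonist wells; not every result past the cut was called active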
The depositor's hits bear a star.

The opening 18 entries, to show the layout:
1. CCN1C[C@]2(COC)CC[C@H](O)[C@@]34C5C[C@@H]6[C@@H](OC)C[C@@](O)(C5[C@H]6O)[C@](O)([C@@H](OC)C23)[C@@H]14 (stereo partly specified)
2. CN1CCCN(C(=O)COc2ccccc2)CC1
3. Nc1c(C(=O)NCCN2CCOCC2)c2nc3ccccc3nc2n1Cc1ccccc1
4. CC(Cc1ccccc1)NC(=O)C(c1ccc(N)cc1)c1ccc(N)cc1 (stereo unspecified)
5. CNC(=O)ON(C(=O)NC)C1N(C)C(=S)SC1(C)C (stereo unspecified)
6. Cn1c(O)c(C(c2ccccn2)c2c(O)n(C)c(=S)n(C)c2=O)c(=O)n(C)c1=S
7. CC(C)c1c(CN(C)C(C)Cc2ccccc2)n(C)n(-c2ccccc2)c1=O (stereo unspecified)
8. COC(=O)C1=C(c2ccc(C(C)=O)cc2)C[C@@H]2CC[C@H]1N2C(=O)N1CCC(O)CC1
9. CCN(CC)c1ccc(CN2CC=C(c3ccc(F)cc3)CC2)cc1
10. CCC(C)N1C(=O)NC(=O)C2(Cc3cc(C)ccc3N(C)C2)C1=O (stereo unspecified)

compound no.,1,2,3,4,5,6,7,8,9,10
OX1R antag-1,9,19,12,-7,12,29,14,2,7,25
OX1R antag-2,4,0,-23,-18,-9,0,-20,-2,-18,-28

11. Cc1cc(OCC(=O)NCc2ccc(S(N)(=O)=O)cc2)c2c3c(c(=O)oc2c1)CCC3
12. O=C(CCc1ccc(O)cc1)N1C[C@H]2C[C@@H](C1)c1cccc(=O)n1C2
13. Oc1ccc2c3c1O[C@H]1c4[nH]c5ccccc5c4C[C@@]4(O)[C@@H](C2)N(CC2CC2)CC[C@]314
14. Cc1ccccc1OP(N)(=O)Oc1ccccc1C
15. CCCOC(=O)C1C2c3ccccc3C(c3ccccc32)C1C(=O)O (stereo unspecified)
16. O=C(COC(=O)Cc1ccccc1)NCCNC(=O)COC(=O)Cc1ccccc1
17. O=C1NC(=O)N(c2ccc(Br)cc2)C(=O)/C1=C/c1ccsc1
18. Cc1nn(C)c(C)c1/C=C1/CC2C3CC=C4CC(O)CCC4(C)C3CCC2(C)C1=O (stereo unspecified)

compound no.,11,12,13,14,15,16,17,18
OX1R antag-1,10,12,6,-2,3,14,4,21
OX1R antag-2,10,-3,-14,-20,0,-7,1,-6

Main list, from the start:
1. CCN1C[C@]2(COC)CC[C@H](O)[C@@]34C5C[C@@H]6[C@@H](OC)C[C@@](O)(C5[C@H]6O)[C@](O)([C@@H](OC)C23)[C@@H]14 (stereo partly specified)
2. CN1CCCN(C(=O)COc2ccccc2)CC1
3. Nc1c(C(=O)NCCN2CCOCC2)c2nc3ccccc3nc2n1Cc1ccccc1
4. CC(Cc1ccccc1)NC(=O)C(c1ccc(N)cc1)c1ccc(N)cc1 (stereo unspecified)
5. CNC(=O)ON(C(=O)NC)C1N(C)C(=S)SC1(C)C (stereo unspecified)
6. Cn1c(O)c(C(c2ccccn2)c2c(O)n(C)c(=S)n(C)c2=O)c(=O)n(C)c1=S
7. CC(C)c1c(CN(C)C(C)Cc2ccccc2)n(C)n(-c2ccccc2)c1=O (stereo unspecified)
8. COC(=O)C1=C(c2ccc(C(C)=O)cc2)C[C@@H]2CC[C@H]1N2C(=O)N1CCC(O)CC1

compound no.,1,2,3,4,5,6,7,8
OX1R antag-1,9,19,12,-7,12,29,14,2
OX1R antag-2,4,0,-23,-18,-9,0,-20,-2

9. CCN(CC)c1ccc(CN2CC=C(c3ccc(F)cc3)CC2)cc1
10. CCC(C)N1C(=O)NC(=O)C2(Cc3cc(C)ccc3N(C)C2)C1=O (stereo unspecified)
11. Cc1cc(OCC(=O)NCc2ccc(S(N)(=O)=O)cc2)c2c3c(c(=O)oc2c1)CCC3
12. O=C(CCc1ccc(O)cc1)N1C[C@H]2C[C@@H](C1)c1cccc(=O)n1C2
13. Oc1ccc2c3c1O[C@H]1c4[nH]c5ccccc5c4C[C@@]4(O)[C@@H](C2)N(CC2CC2)CC[C@]314
14. Cc1ccccc1OP(N)(=O)Oc1ccccc1C
15. CCCOC(=O)C1C2c3ccccc3C(c3ccccc32)C1C(=O)O (stereo unspecified)
16. O=C(COC(=O)Cc1ccccc1)NCCNC(=O)COC(=O)Cc1ccccc1

compound no.,9,10,11,12,13,14,15,16
OX1R antag-1,7,25,10,12,6,-2,3,14
OX1R antag-2,-18,-28,10,-3,-14,-20,0,-7

17. O=C1NC(=O)N(c2ccc(Br)cc2)C(=O)/C1=C/c1ccsc1
18. Cc1nn(C)c(C)c1/C=C1/CC2C3CC=C4CC(O)CCC4(C)C3CCC2(C)C1=O (stereo unspecified)
19. CC(C)(C)c1ccc(O)c(CN2CCN(c3ccccc3)CC2)c1
20. Cc1ccc(S(=O)(=O)CC(=O)c2cc(C)c(OC(=O)N(C)C)c(C)c2)cc1
21. NC(Cc1ccccc1)c1nc(-c2ccccc2)no1 (stereo unspecified)
22. CCCCn1c(=O)c(C(=O)Nc2cccc(C)c2)c(O)c2ccccc21
23. O=c1[nH]c(=S)n(CCC2=CCCCC2)c(O)c1/C=N/N1CCOCC1
24. CCCC(=O)NC(Oc1ccc(OC)cc1)C(Cl)(Cl)Cl (stereo unspecified)

compound no.,17,18,19,20,21,22,23,24
OX1R antag-1,4,21,6,22,11,3,9,38
OX1R antag-2,1,-6,-22,-43,-21,-10,-15,-8

25. CC(=O)N1CCC2(CC1)CC(=O)c1cc(OCC(=O)N3CCN(C)CC3)ccc1O2
26. CC(C)Cc1nc(N2CCNCC2)c(C#N)c2c1CCC2
27. COC(=O)C1=C(c2ccc(Cl)c(C(F)(F)F)c2)C[C@@H]2CC[C@H]1N2C(=O)NC(C)C
28. C=CCN1C(=O)/C(=C/c2cc(C)n(-c3cccnc3)c2C)C(=O)NC1=S
29. CC(Cc1ccccc1)NC(=O)NC(C)Cc1ccccc1 (stereo unspecified)
30. CCOc1ccccc1N1C(=O)NC(=O)/C(=C/c2ccc3c4c(cccc24)CC3)C1=O
31. COc1ccc(CNC(=O)CCC(=O)N2C[C@H]3C[C@H](C2)c2cccc(=O)n2C3)cc1OC
32. Cc1nc2ccccc2c(=O)n1-c1ccccn1

compound no.,25,26,27,28,29,30,31,32
OX1R antag-1,-3,9,4,7,17,15,11,18
OX1R antag-2,-1,-20,-19,-5,-13,-15,-10,-7

33. Clc1ccc2nc3c(c(-c4ccccc4)c2c1)CNCC3
34. COc1ccc(CCNCc2ccc(Br)cc2)cc1OC
35. CSc1ncc(Cl)c(C(=O)O)n1 (tested in a mixture with another compound)
36. CSc1nc(N)c(N=Nc2ccc([As](=O)(O)O)cc2)c(=O)[nH]1
37. O=C(c1ccc(CS(=O)(=O)c2ccccc2)o1)N1CCC2(CC1)OCCO2
38. O=c1[nH]c(=O)n(Cc2ccc(F)cc2)c(O)c1C=NCCCO
39. CC(C)n1cc(C(=O)N(CC(=O)NC2CCCC2)Cc2ccccc2)cn1
40. O=C(c1cc2nc(-c3ccccc3)cc(-c3ccccc3)n2n1)N1CCC2(CC1)OCCO2

compound no.,33,34,35,36,37,38,39,40
OX1R antag-1,6,-2,27,30,1,4,3,23
OX1R antag-2,-26,-15,6,-12,-17,-26,-28,-23

41. Oc1c(Br)cc(Br)cc1Br
42. CN(C)C(=O)Oc1ccc2oc(=O)cc(-c3cc4ccccc4o3)c2c1
43. CCCN1CCc2cc(O)cc3c2[C@H]1Cc1ccc(O)c(O)c1-3
44. C=CCN1CC[C@]23c4c5ccc(O)c4OC2C(O)C=CC3[C@H]1C5 (stereo partly specified)
45. O=C(c1cn(Cc2ccccc2F)c2ncccc12)C(F)(F)F
46. CCCCOc1ccc(CN2CCN(CCO)CC2)cc1
47. OCC1CO1 (stereo unspecified)
48. CN(C)C(=O)Oc1ccc2c(c1)O/C(=C\c1cccc([N+](=O)[O-])c1)C2=O

compound no.,41,42,43,44,45,46,47,48
OX1R antag-1,8,13,17,1,13,8,9,-7
OX1R antag-2,-12,-10,25,6,-40,0,6,-25

49. CCc1ccc(-c2nn(Cc3ccccc3)cc2C=O)cc1
50. Cc1cc(/C=C2\C(=O)NC(=S)N(C)C2=O)c(C)n1C1CCCCC1
51. CN1C(=O)/C(=C\c2ccc(N3CCCCC3)o2)C(=O)NC1=S
52. c1ccc2nc(N3CCNCC3)ccc2c1
53. COC(=O)C1=C(c2ccc(F)cc2OCc2ccccc2)C[C@@H]2CC[C@H]1N2C(=O)NCCOc1ccc(OC)cc1
54. Nc1ccccc1N=Cc1c(O)n(CCC2=CCCCC2)c(=O)[nH]c1=O
55. CCOc1ccc2oc(C(=O)NN3C(C)CCCC3C)c(C)c2c1 (stereo unspecified)
56. CCOC(=O)N(c1ccccc1)P1(=S)OCCO1

compound no.,49,50,51,52,53,54,55,56
OX1R antag-1,8,13,15,7,6,7,7,5
OX1R antag-2,-22,-4,16,-19,14,-15,-21,-2

57. C[C@@H](N)Cc1cnc[nH]1
58. O=c1c2ccccc2nc(Cc2ccccc2)n1-c1ccc(O)cc1
59. CCN(CCNc1ccc([N+](=O)[O-])c2cccnc12)S(=O)(=O)c1ccc(Cl)cc1
60. CCC(=NCCCN(C)C)c1c(O)n(-c2ccc(OC)cc2)c(=O)[nH]c1=O
61. C=CCN1C(=O)NC(=O)/C(=C/c2cccn2C)C1=O
62. COc1ccc(N2C(=O)NC(=O)/C(=C/c3cccc(OC(=O)c4cccs4)c3)C2=O)cc1Cl
63. CN1C(=O)N(C)C(=O)C2(Cc3cc([N+](=O)[O-])ccc3N3CCN(C(=O)c4ccccc4)CC32)C1=O (stereo unspecified)
64. C[C@]12CC[C@@H](O)CC1=CCC1C2CC[C@@]2(C)C1CC[C@@H]2N (stereo partly specified)

compound no.,57,58,59,60,61,62,63,64
OX1R antag-1,18,7,37,4,24,17,9,8
OX1R antag-2,1,-55,9,-6,-5,-5,-20,-27

65. Cc1ccc2c(c1)C1CN(C)CCC1N2C(=O)c1ccc(Br)o1 (stereo unspecified)
66. CN1C[C@@H]2C[C@@H](c3cccn3-c3ccccn3)N3CCC[C@@]23C1=O
67. Cn1c(O)c(/C=C/C=Nc2ccccc2)c(=O)n(C)c1=S
68. COC(=O)C1=C(c2cccc(OCc3ccccc3)c2)C[C@@H]2CC[C@H]1N2C(=O)NCc1ccccc1
69. COC(=O)C1=C(c2c(C)noc2C)C[C@@H]2CC[C@H]1N2C(=O)N1CCc2cc(OC)c(OC)cc2C1
70. CCNC(=O)NC(=O)C(C)OC(=O)c1c(C)nn(Cc2ccccc2)c1Cl (stereo unspecified)
71. O=C1C2CCCN2C(c2cccnc2)N1c1cccc(Cl)c1 (stereo unspecified)
72. CCCCn1c(O)c(C(CC)=NCc2cc(OC)cc(OC)c2)c(=O)[nH]c1=O

compound no.,65,66,67,68,69,70,71,72
OX1R antag-1,11,6,15,7,8,11,7,28
OX1R antag-2,-34,-47,33,-22,-32,-25,-12,2

73. O=c1[nH]c(=O)n(CCC2=CCCCC2)c(O)c1C=Nc1cccc(F)c1
74. Nc1nnc(CCN2CCCCC2)s1
75. COC(=O)C1=C(c2cccc(C#N)c2)C[C@@H]2CC[C@H]1N2C(=O)NCCOc1ccccc1
76. CC1CCN(CC(=O)c2cccc(C(F)(F)F)c2)CC1
77. O=[N+]([O-])c1cccc(CCl)c1
78. C[C@]12CCC3C(CC[C@H]4C[C@@H](O)CC[C@]34C)C1[C@H]1CN=N[C@H]1[C@@H]2O (stereo partly specified)
79. Cc1cc(N2CCOCC2)ccc1/C=C1\C(=O)NC(=O)N(c2ccccc2)C1=O
80. Nc1ncc(P(=S)(N2CCOCC2)N2CCOCC2)s1

compound no.,73,74,75,76,77,78,79,80
OX1R antag-1,11,10,3,-2,20,7,11,-8
OX1R antag-2,-13,-8,-14,-30,-18,4,2,-7

81. COC(=O)C1=C(c2ccc(OC)c(OC)c2)C[C@@H]2CC[C@H]1N2C(=O)NC(C)C
82. COc1cc2c(cc1OC)C13CCN4CC5=CCOC6CC(=O)N2C1C6C5CC43 (stereo unspecified) (tested in a mixture with another compound)
83. CN1CCN(S(=O)(=O)c2ccc(Cl)nc2)CC1
84. CCC(=NCCCn1ccnc1)c1c(O)n(-c2ccccc2)c(=O)[nH]c1=O
85. CCN1CCN(c2cc(N3CCCC3)c([N+](=O)[O-])cc2F)CC1
86. CCOc1ccc(N2C(=O)CC(=O)NC2=O)cc1
87. CC12CN3CC(C)(CN(C1)C3c1cccnc1)C2=O (stereo unspecified)
88. Cc1cc(OCC(=O)NCC2CCC(C(=O)O)CC2)c2c3c(c(=O)oc2c1)CCC3 (stereo unspecified)
89. CC1N=C(c2ccccc2)c2cc(Br)ccc2NC1=O (stereo unspecified)
90. O=C(N/N=C/c1c(O)n(Cc2ccc(F)cc2)c(=O)[nH]c1=O)c1ccccc1O
91. CCOc1c(Cl)cc(CNC(C)C(O)c2ccccc2)cc1OC (stereo unspecified)

compound no.,81,82,83,84,85,86,87,88,89,90,91
OX1R antag-1,0,19,23,-2,28,15,18,12,4,10,24
OX1R antag-2,-8,-16,-13,-5,-7,-18,11,11,-12,13,-40

High-throughput results: PubChem BioAssay, The Scripps Research Institute Molecular Screening Center

An excerpt; the hit share may differ from the screen's.
